SENP6 block: SENP6 protease inhibitors, primary screen, biochemical, luminescence, uHTS; Sentrin-specific protease 6 (Homo sapiens), Q9GZR1; Recombinant SENP6 catalytic domain, aminoluciferin luminescence; inhibition, % at 10 µM; 330,000 compounds, 1.8% hits; AID 2599, 2010;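 active = inhibition above about 50% at the single tested dose, limit read from the data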;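 note: plate controls were DMSO wells with enzyme for no effect and DMSO wells lacking enzyme for full effect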
Target sequence (Q9GZR1 628-1112 limits assumed): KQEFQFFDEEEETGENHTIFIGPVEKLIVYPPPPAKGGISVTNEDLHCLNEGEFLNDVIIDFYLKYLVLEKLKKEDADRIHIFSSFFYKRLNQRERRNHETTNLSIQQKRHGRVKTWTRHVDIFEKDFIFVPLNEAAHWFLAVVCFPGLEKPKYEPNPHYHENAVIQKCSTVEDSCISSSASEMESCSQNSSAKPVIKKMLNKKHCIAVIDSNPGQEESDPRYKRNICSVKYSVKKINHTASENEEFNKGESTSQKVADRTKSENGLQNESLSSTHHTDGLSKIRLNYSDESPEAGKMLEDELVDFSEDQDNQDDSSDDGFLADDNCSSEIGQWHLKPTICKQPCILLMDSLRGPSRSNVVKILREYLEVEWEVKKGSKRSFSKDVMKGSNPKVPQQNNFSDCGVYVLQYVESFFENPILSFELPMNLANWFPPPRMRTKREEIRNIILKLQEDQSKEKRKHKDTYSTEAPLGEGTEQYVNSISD
PfGluPho inh: PfG6PD enzyme inhibitors, primary screen, biochemical, fluorescence intensity, uHTS | glucose-6-phosphate dehydrogenase-6-phosphogluconolactonase (Plasmodium falciparum 3D7) | PfGluPho enzyme, NADPH resazurin-diaphorase fluorescence | inhibition, % at 20 µM | 350,000 compounds, 0.78% hits | AID 504690, 2011;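 active = inhibition reaching at least a set limit at 20 µM in the primary screen, cut at about 59% in these data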;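 note: 0% = DMSO wells with substrate and 100% = DMSO wells lacking glucose-6-phosphate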
SENP7 block: SENP7 protease inhibitors, primary screen, biochemical, luminescence, uHTS; AID 434973, 2010; recombinant SENP7, Z-RLRGG-aminoluciferin luminescence, 40 min; inhibition, % at 5 µM; 330,000 compounds, 1.5% hits;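 active = inhibition above about 50% at the single test dose, limit read from the data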;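 note: plate controls were DMSO with enzyme for no effect and no enzyme buffer wells for full effect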
Target sequence (Q9BQF6 706-1050 limits assumed): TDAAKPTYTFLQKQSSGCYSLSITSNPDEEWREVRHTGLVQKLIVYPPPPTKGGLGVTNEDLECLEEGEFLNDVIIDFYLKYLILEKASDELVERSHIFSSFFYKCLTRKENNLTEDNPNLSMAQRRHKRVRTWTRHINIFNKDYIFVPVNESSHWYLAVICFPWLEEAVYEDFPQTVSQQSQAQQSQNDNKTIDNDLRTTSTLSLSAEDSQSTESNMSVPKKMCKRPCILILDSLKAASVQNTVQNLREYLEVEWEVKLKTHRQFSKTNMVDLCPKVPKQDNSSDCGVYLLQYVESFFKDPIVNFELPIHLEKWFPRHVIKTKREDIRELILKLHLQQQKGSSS
SENP8 block-1: human SENP8 protease inhibitors, primary screen, biochemical, fluorescence, Nedd8 protein substrate, uHTS; recombinant SENP8; Sentrin-specific protease 8 (Homo sapiens), Q96LD8; AID 602440, 2012; 360,000 compounds, 0.64% hits; inhibition, % at 20 µM; in the data active = inhibition mostly above about 40%, no sharp cut-off; inactive = mostly below about 27%
HKDC1 inhibitor: HKDC1 hexokinase inhibitors, primary screen, biochemical, fluorescence, uHTS; Q2TB90; recombinant HKDC1, G6PDH/diaphorase resazurin coupled fluorescence; inhibition, % at 20 µM; 340,000 compounds, 0.16% hits; AID 493160, 2011;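 active = inhibition above about 35% when tested at 20 µM, limit read from the data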;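 note: plate controls were DMSO wells with enzyme for no effect and DMSO wells lacking enzyme for full effect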
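Incubation: 90 min at room temperature in dark / Material: recombinant HKDC1 (HK5) hexokinase enzyme, produced in-house / Quantity: enzyme 5 µg/mL final / Compound: one dose of 20 µM, 1% DMSO / Reagent: glucose and ATP substrates / Buffer or medium: Tris pH 8.0 buffer with MgCl2, Tween-20, BSA, BME / Technique: resorufin fluorescence at 613 nm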
SENP1 inh: human SENP1 catalytic domain inhibitors, primary screen, biochemical, FRET, uHTS; Sentrin-specific protease 1 (Homo sapiens), Q9P0U3; recombinant SENP1 catalytic domain, CyPet-SUMO1-YPet FRET cleavage; inhibition, % at 10 µM; 360,000 compounds, 0.21% hits;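 active = inhibition at least 30% at 10 µM, raw YFP signal under a set limit, fluorescence ratio 0.5 to 1.5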;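 note: 0% = enzyme with DMSO and 100% = no enzyme wells; some results filed as inactive read as strong as hits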
Target sequence (Q9P0U3 419-644 limits assumed): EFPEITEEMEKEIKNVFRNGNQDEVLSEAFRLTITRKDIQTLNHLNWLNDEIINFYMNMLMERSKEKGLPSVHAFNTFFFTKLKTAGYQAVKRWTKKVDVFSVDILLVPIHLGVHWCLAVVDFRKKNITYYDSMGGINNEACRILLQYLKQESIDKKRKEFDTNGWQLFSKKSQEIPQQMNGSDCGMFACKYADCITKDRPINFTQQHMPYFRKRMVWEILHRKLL
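system = hSENP1 catalytic domain, recombinant | reagent = SFCypet-SUMO1-SFYpet substrate at 25 nM | doses = one dose per compound, 10 µM, 0.5% DMSO | incubation = enzyme reaction for 50 min at room temperature, dark | measured by = FRET, CFP and YFP emission | controls = no-enzyme low, enzyme-DMSO high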
Apaf-1 inh: inhibitors of human Apaf-1 apoptosome, primary screen, biochemical, DEVD-Rh110 fluorescence, uHTS | AID 489030, 2010 | Apoptotic protease-activating factor 1 (Homo sapiens), O14727 | reconstituted apoptosome caspase-3 activity | inhibition, % at 20 µM | 330,000 compounds, 0.71% hits; active = inhibition of at least 40% at 20 µM;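 note: plate controls were DMSO wells for no effect and DEVD-CHO caspase inhibitor wells for full effect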
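Assay system – apoptosome proteins · Medium – Hepes buffer, pH 7.5 · Also added – cytochrome c with DEVD-Rh110 · Timing – 30 min compound preincubation, 50 min activation, room temperature · Detection – Rh110 fluorescence, excitation 480 nm, emission 540 nm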
SENP8 block-2: SENP8 protease inhibitors, primary screen, biochemical, luminescence | inhibition, % at 10 µM | 330,000 compounds, 1.2% hits | AID 2540, 2010 | Sentrin-specific protease 8 (Homo sapiens), Q96LD8 | purified SENP8, Z-RLRGG-aminoluciferin cleavage; in the data active = inhibition above about 50%
* = called active by the depositor; / = not tested or not shown.

SMILES | SENP6 block | PfGluPho inh | SENP7 block | SENP8 block-1 | HKDC1 inhibitor | SENP1 inh | Apaf-1 inh | SENP8 block-2
O=C(Nc1ccc(F)cc1F)N1CCCCC1c1cccnc1 (stereo not drawn) | -7 | -7 | 5 | 24 | -4 | -1 | -9 | 2
Cc1nc2c(-c3ccc(F)cc3)c(C)nn2c(N2CCOCC2)c1C | -16 | -4 | -1 | -138 | 2 | 2 | 8 | -3
CC(C)(C)OC(=O)NCCc1nnc(SCC(=O)Nc2ccc(Br)cc2)o1 | -16 | 6 | 2 | 24 | 1 | 0 | -6 | 1
O=C(NCc1ccccn1)c1cccc(NS(=O)(=O)c2ccccc2F)c1 | 2 | -15 | 9 | 16 | 7 | 1 | -18 | 5
O=C(COCc1cc(-c2ccc3c(c2)OCO3)on1)N1CCN(c2cccc(C(F)(F)F)c2)CC1 | 5 | 4 | 9 | 11 | -6 | -3 | 24 | -7
O=C(NNC1=C(C(=O)C(F)(F)F)CCC1)c1cccc(O)c1 | -2 | -15 | 0 | 29 | -18 | -1 | 3 | -4
Cc1nn(C)c(C)c1CNC(=O)Nc1cccc(Cl)c1 | 4 | 1 | 10 | 14 | -5 | 0 | -5 | -4
O=C(NN1C(=O)c2ccccc2NC1c1ccco1)c1ccccc1 (stereo not drawn) | -2 | 0 | -3 | -469 | -4 | 1 | 4 | -8
CC1NC(=O)NC1CCCCCC(=O)Nc1ccc(F)c(Cl)c1 (stereo not drawn) | -12 | 24 | 4 | 4 | -3 | 1 | 10 | -4
CC1(C(=O)OCC(=O)Nc2cc(S(=O)(=O)N3CCOCC3)ccc2Cl)CC1(Cl)Cl (stereo not drawn) | / | 10 | / | 13 | -3 | 1 | / | /
O=C(Nc1ccccc1)SC1CCCCC1 | / | 18 | / | 16 | 0 | 0 | / | /
COc1ccccc1N1C(=O)N(C(C)=O)C2C1Nc1ccccc1N2C (stereo not drawn) | 70* | 35 | -5 | -23 | 4 | -30 | 83* | 46
CN(C)CCOc1cccc(Cl)c1 | -2 | -4 | 10 | 8 | -10 | 2 | 11 | -3
Cc1ccccc1Nc1nc(N)nc(CN2CCN(C(=O)c3ccccc3)CC2)n1 | 2 | 4 | 0 | 10 | -11 | -2 | -7 | -3
O=C(OC1CCOC1=O)c1cc(-c2ccccc2)nc2ccccc12 (stereo not drawn) | 13 | -12 | 3 | -72 | -5 | 1 | 7 | 1
CCn1c(SCC(=O)OC(C)C)nnc1-c1cccc(Cl)c1 | -7 | 5 | -4 | 14 | -7 | 1 | -26 | -2
CSc1ccc(/C=C/C(=O)c2ccc(NC(=O)C(C)C)cc2)cc1 | 0 | -4 | 8 | -413 | 11 | 9 | 7 | -8
CC1CN(S(=O)(=O)c2ccc(CN3C(=O)c4cccnc4C3=O)cc2)c2ccccc2O1 (stereo not drawn) | 5 | -10 | 14 | 13 | 5 | 1 | 8 | -8
Cc1nc(-c2ccccc2)sc1C1(C)CC(c2c(Cl)cccc2Cl)=NO1 (stereo not drawn) | -23 | 16 | -9 | -7 | 3 | 1 | 18 | -20
Cc1cc(=O)oc2cc(OCC3CC(c4ccccc4)=NO3)ccc12 (stereo not drawn) | -9 | 1 | -1 | -130 | 1 | 1 | 4 | -10

The last five compounds of the part above come first, to join the parts.
SMILES | SENP6 block | PfGluPho inh | SENP7 block | SENP8 block-1 | HKDC1 inhibitor | SENP1 inh | Apaf-1 inh | SENP8 block-2
CCn1c(SCC(=O)OC(C)C)nnc1-c1cccc(Cl)c1 | -7 | 5 | -4 | 14 | -7 | 1 | -26 | -2
CSc1ccc(/C=C/C(=O)c2ccc(NC(=O)C(C)C)cc2)cc1 | 0 | -4 | 8 | -413 | 11 | 9 | 7 | -8
CC1CN(S(=O)(=O)c2ccc(CN3C(=O)c4cccnc4C3=O)cc2)c2ccccc2O1 (stereo not drawn) | 5 | -10 | 14 | 13 | 5 | 1 | 8 | -8
Cc1nc(-c2ccccc2)sc1C1(C)CC(c2c(Cl)cccc2Cl)=NO1 (stereo not drawn) | -23 | 16 | -9 | -7 | 3 | 1 | 18 | -20
Cc1cc(=O)oc2cc(OCC3CC(c4ccccc4)=NO3)ccc12 (stereo not drawn) | -9 | 1 | -1 | -130 | 1 | 1 | 4 | -10
CN(C)S(=O)(=O)c1ccc(C(=O)OCC(=O)NCc2ccccc2)cc1 | 2 | 9 | 0 | 20 | -6 | 1 | -17 | -8
CCCCc1ccc(CC2S/C(=C(\C#N)C(=O)N3CCOCC3)N(c3ccccc3)C2=O)cc1 (stereo not drawn) | -4 | 9 | 6 | 20 | 5 | 34* | 13 | 4
CC(NC(=O)c1ccc([N+](=O)[O-])cc1Cl)C1CC2CCC1C2 (stereo not drawn) | -20 | 4 | -6 | 15 | -1 | 1 | 6 | -9
CCOC(=O)c1cnc(-n2nc(C)cc2C)nc1N1CCOCC1 | 0 | -12 | -2 | 14 | -4 | 0 | 1 | 0
Nc1c(C(=O)N2CCOCC2)sc2nc3c(cc12)CCC3 | 10 | -18 | 3 | 13 | 10 | -1 | -1 | -5
NS(=O)(=O)c1cccc(NC(=O)Nc2ccc(Cl)cc2)c1 | -9 | 3 | 2 | 8 | 3 | 1 | -15 | -2
CCCCNC(=S)N1CCN(C)CC1 | -23 | -2 | 1 | 2 | -10 | -1 | -1 | -5
COc1ccc(Cl)cc1NC(=O)CS(=O)(=O)c1cccc2nsnc12 | 7 | 3 | 7 | 30 | 0 | 4 | 7 | -6
Cc1nc2sc(C(c3cccs3)N3CCN(Cc4ccccc4)CC3)c(O)n2n1 (stereo not drawn) | -2 | -10 | -10 | 12 | -3 | -1 | 12 | -5
CCOC(=O)c1c(-c2ccc(OC)cc2)csc1NC(=O)COc1ccc2c(C)cc(=O)oc2c1 | 17 | 22 | 2 | -9 | -12 | -3 | 8 | 2
O=C(c1ccc(Cl)c(S(=O)(=O)N2CCCCCC2)c1)N1CCN(CCO)CC1 | -20 | 5 | -2 | 25 | -2 | 0 | -1 | -2
COCCCN(CC(=O)O)S(=O)(=O)c1ccccc1 | -14 | -3 | -14 | 13 | -2 | 1 | 1 | -8
COc1cc(-c2[nH]ncc2CN2CCN(Cc3cccs3)CC2)cc(OC)c1OC | -12 | 21 | 3 | 5 | -4 | 3 | 4 | -4
CCn1nnnc1SCC(=O)NCc1ccc2c(c1)OCO2 | -12 | -4 | -8 | 11 | -8 | -2 | -9 | -10
COc1cc(N/C(N)=N/c2nc(C)cc(C)n2)cc(OC)c1 | -3 | -18 | -8 | 2 | -1 | 2 | 1 | -8
Cc1ccc2nc(NCCC(=O)O)nc(-c3ccccc3)c2c1 | -8 | -28 | 1 | -428 | 6 | -27 | -1 | 6
Cc1cc2cc(C(c3nnnn3C(C)(C)C)N(Cc3ccco3)CC3CCCO3)c(=O)[nH]c2cc1C (stereo not drawn) | -2 | 0 | -5 | -97 | -1 | -13 | 14 | -2
COc1ccc(N/C=C2/CCCCC2=O)cc1 | -6 | 23 | -11 | 2 | 3 | -3 | -4 | -8
CCn1nc(C)c(NC(=O)c2cc(Br)ccc2Cl)c1C | -4 | -11 | 5 | 18 | -12 | 0 | -15 | 3
COc1ccc(OC)c(NC(=O)NNS(=O)(=O)c2ccc(C)cc2C)c1 | -17 | 12 | 4 | 14 | 0 | 1 | 16 | -4
Cc1nn(CC(=O)NCc2cccc(F)c2)c(=O)c2cccn12 | -28 | -3 | -24 | 2 | -4 | 1 | 2 | -6
O=c1[nH]c(Cc2ccccn2)nc2scc(-c3ccccc3Cl)c12 | -5 | -16 | 0 | -58 | -2 | -79 | 5 | 0
c1ccc2c(Nc3ccc4c(c3)OCCO4)c3c(nc2c1)CCCC3 | 2 | -12 | 1 | 24 | 14 | -6 | -16 | -2
CCOc1ccc(NC(=S)N(CCc2c(C)[nH]c3ccccc23)Cc2ccco2)cc1 | -8 | 12 | 8 | -10 | -1 | -7 | 12 | -15
N#Cc1c(SCC(=O)O)nc(N2CCCCC2)c2c1CCCC2 | -18 | -23 | -5 | -97 | -2 | 3 | 14 | -13
O=C(NCc1ccccc1Cl)C1CCCN1C(=O)NC1CCCCC1 (stereo not drawn) | 5 | 0 | 1 | 18 | 3 | 1 | 0 | 1
CC(C)(Oc1ccc(Br)cc1)C(=O)N1CCc2ccccc21 | -3 | 16 | 5 | 4 | 10 | 2 | 3 | -2
CC(=O)NC(=C(Cl)Cl)S(=O)(=O)c1ccccc1 | 12 | -11 | 2 | 2 | -8 | 2 | 4 | -3
CC(C(=O)Nc1ccc2c(c1)OCO2)N1CCC(N2CCCCC2)CC1 (stereo not drawn) | 1 | 2 | 1 | 8 | -5 | -4 | 22 | 2
CC(C)CCNS(=O)(=O)c1ccc(-c2ccc(S(=O)(=O)NCCC(C)C)cc2)cc1 | -39 | 9 | -2 | 7 | 17 | -1 | -21 | -2
CCOC(=O)C1CCCN(C(=O)c2cn(C)c3ccc(S(=O)(=O)N(C)C)cc3c2=O)C1 (stereo not drawn) | -10 | -15 | -7 | 10 | 1 | 0 | -2 | 2
CCNc1ccc(C(=O)OCC(=O)NCc2ccc(C)cc2)cc1[N+](=O)[O-] | -14 | -2 | -1 | 24 | -11 | 7 | 12 | -11
CCOc1ccc2nc(SCC(=O)N3CCCc4ccccc43)sc2c1 | -16 | 27 | -1 | 8 | 1 | 2 | 25 | -10
COc1cc(CSc2nnnn2-c2ccc(C)cc2)cc(OC)c1OC | -21 | -19 | -5 | 14 | -9 | 2 | 2 | -8
COc1ccc(C(=O)COC(=O)CNS(=O)(=O)c2ccc(C)cc2)cc1 | -6 | -7 | -4 | 3 | -7 | 3 | -1 | -1
FC(F)(F)c1cccc(Cc2noc(CN3CCC(N4CCCCC4)CC3)n2)c1 | 15 | 6 | 7 | -11 | -2 | -1 | -7 | 1
O=C(CCn1c(=O)[nH]c2ccccc2c1=O)N1CCN(c2ccc(Cl)cc2)CC1 | -13 | 19 | -7 | 20 | -2 | -1 | 10 | -3
O=C(CSCc1cccc(F)c1)NCc1ccccc1 | 2 | 8 | 2 | -4 | -1 | 1 | 30 | 4
Cc1ccc(S(=O)(=O)NCCC(=O)Nc2cccc(S(N)(=O)=O)c2)cc1C | 17 | -1 | -1 | 15 | -5 | 1 | -3 | -1
O=C(CCCNC(=O)c1ccc(Cl)cc1)Nc1nccs1 | -2 | -13 | 2 | 4 | -5 | 0 | -4 | -2
COc1ccc(S(=O)(=O)N(C)c2ccc(C(=O)NCCC(C)C)cc2)cc1 | -4 | 21 | 3 | 10 | -1 | 0 | 2 | -8
O=C(NCCCn1ccnc1)/C(=C/c1cccs1)NC(=O)c1ccco1 | -3 | 4 | -3 | 16 | -7 | 1 | 2 | -2
c1ccc2c(c1)nc(NC1CCCCC1)c1nncn12 | 14 | 22 | 3 | -29 | 6 | 0 | 4 | 12

Screening data from PubChem BioAssay.
